# JMJD2A Tudor: JMJD2A Tudor domain (human) inhibition; Potency, µM (series often up to 114 µM), for inactives: at the highest dose activity change, negative = inhibition, hits mostly inhibitors; AID 504339; AlphaScreen JMJD2A-Tudor / H3K4me3 peptide binding; 390,000 compounds, 4.4% hits; O75164; note: potency is the fitted concentration of half-maximal effect; % is set by controls: 0 for no effect and ±100 for the full control effect; nearly all actives have a fitted effect of over 50% in size
# GLS inhibitor: blocks human kidney-isoform glutaminase activity. O94925. GLS enzymatic activity, qHTS titration. Potency, µM (doses to about 45.5 µM), for inactives: at the highest dose activity change, negative = inhibition, usual class: inhibitors. 410,000 compounds, 0.21% hits. AID 624170; note: potency is the fitted concentration of half-maximal effect; % is set by controls: 0 for no effect and ±100 for the full control effect
# Target sequence (O94925 whole entry, looked up, canonical isoform): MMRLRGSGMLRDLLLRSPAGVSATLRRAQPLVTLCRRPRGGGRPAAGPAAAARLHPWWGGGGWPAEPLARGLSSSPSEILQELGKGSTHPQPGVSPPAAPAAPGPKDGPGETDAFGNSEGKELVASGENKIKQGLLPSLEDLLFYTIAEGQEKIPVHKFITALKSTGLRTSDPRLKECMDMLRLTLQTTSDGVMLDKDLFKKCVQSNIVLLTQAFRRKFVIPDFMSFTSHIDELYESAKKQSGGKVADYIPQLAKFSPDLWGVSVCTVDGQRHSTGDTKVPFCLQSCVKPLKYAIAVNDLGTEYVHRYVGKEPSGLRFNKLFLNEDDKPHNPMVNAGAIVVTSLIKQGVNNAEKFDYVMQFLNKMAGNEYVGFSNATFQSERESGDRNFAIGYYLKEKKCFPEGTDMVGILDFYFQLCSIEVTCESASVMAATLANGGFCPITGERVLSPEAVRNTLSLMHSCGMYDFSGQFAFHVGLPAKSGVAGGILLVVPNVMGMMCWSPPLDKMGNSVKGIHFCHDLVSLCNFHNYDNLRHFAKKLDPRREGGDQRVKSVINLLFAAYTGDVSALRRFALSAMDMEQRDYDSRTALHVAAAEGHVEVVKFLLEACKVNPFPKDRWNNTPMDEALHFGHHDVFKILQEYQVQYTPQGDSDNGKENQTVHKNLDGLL
#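 Glutamate formation by hKGA was monitored fluorometrically using coupled glutamate oxidase, HRP and Amplex Red. Substrate was added as 1 mM L-glutamine solution; incubation was 30 min at RT after an initial read.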
# BAZ2B inh: blocks human BAZ2B; Q9UIF8; AlphaScreen BAZ2B-H3K14Ac peptide displacement; Potency, µM (titrated, usually from 114 µM), for the others: top-dose activity change, negative = inhibition, hits mostly inhibitors; 360,000 compounds, 4.4% hits; note: potency is the fitted concentration of half-maximal effect; % is set by controls: 0 for no effect and ±100 for the full control effect; nearly all actives have a fitted effect of over 60% in size
#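 Inhibition is scored as reduced AlphaScreen emission. The BAZ2B/b-H3(5-23)K14Ac complex (50 nM each) in PBS pH 7.4, 0.01% Tween-20 meets compound (up to 110 uM) for 30 min at RT before bead addition.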
# ERG-DNA inh: inhibitors of human ERG Ets domain-DNA interaction; fluorescence polarization, His-ERG Ets domain / labelled DNA; Potency, µM (titrated, usually from 76.9 µM), without a hit: top-dose FP activity, negative = inhibition, actives largely listed as inhibitors; 370,000 compounds, 0.028% hits; AID 624246; active = well fitted inhibition curve with a large enough effect in the polarisation, with a control signal flat; inconclusive = small, poorly fitted or top-dose-only effect, or effect the other way, or a change in a side signal; inactive = no such curve, though single readings can be large or run the other way; the % refers to the polarisation;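 note: polarization taken with two DNA probes labelled with fluorescein and Texas red; potency is the fitted concentration of half-maximal effect; % of control where 0% means no effect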
#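 His-tagged ERG Ets domain (1 uM in the protein solution; 300mM KCl, 50mM Tris-HCl, 1mM EDTA, 1mM DTT, pH 7.5) received compound, then a probe mix of 5 nM fluorescein-DNA and 100nM Texas-615-DNA. Fluorescence polarization was read for both dyes.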
# G9a inh: inhibitors of human histone lysine methyltransferase G9a; 350,000 compounds, 8.8% hits; Q96KQ7; G9a H3K9 monomethylation, AlphaScreen, 2 h; Potency, µM (series often up to 102 µM), without a hit: at the highest dose activity, negative = inhibition, most hits filed as inhibitors; note: potency is the fitted concentration of half-maximal effect; % is set by controls: 0 for no effect and ±100 for the full control effect; nearly all actives have a fitted effect of over 75% in size
#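 G9a (20 nM) preincubated 15 min RT with compounds, then 500 nM biotinylated H3K9 peptide and 20 uM SAM added; 2 h RT reaction. Monomethyl-H3K9 product detected by AlphaScreen with anti-H3K9me1 antibody, streptavidin donor and anti-rabbit IgG acceptor beads.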
# 12-LOX inh: blocks human arachidonate 12S-lipoxygenase. P18054. 580,000 compounds, 1.1% hits. purified 12hLO, xylenol orange hydroperoxide absorbance. Potency, µM (highest dose often 108 µM), without a hit: at the top dose activity change, negative = inhibition, actives largely listed as inhibitors; note: potency is the fitted concentration of half-maximal effect; % is set by controls: 0 for no effect and ±100 for the full control effect
#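 Purified human 12hLO (150 nM final) in 25 mM Hepes, 0.01% Triton X-100, pH 7.0 was preincubated 15 min at room temperature with compound. Then 40 uM arachidonic acid was added, 30 min. Hydroperoxide was read by Fe-XO absorbance ratio 573/405 nm.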
# PI4K2A inh: blocks human PI4K2A kinase activity | activity change, negative = inhibition, % at 76.9 µM | 420,000 compounds, 0.13% hits | purified PI4K2A, ADP-Glo luminescence, 1 h; stronger effect = lower value; in the data active = activity change below about -50%; inconclusive = mostly about -30% to -49%;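 note: -100% = wells without enzyme as full effect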
#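 ADP-Glo luminescence measured ADP generated by PI4K2A enzyme (4 ug/mL before mixing) with 1.2 mM PI substrate (pre-mix) and 300 microM ATP (pre-mix). Tris pH7.5 buffer with MgCl2, Triton X-100; 1 h reaction at ambient temperature.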
# RGS4 inh: human RGS4 inhibition. Transcreener GDP fluorescence polarization, RGS4-accelerated GTP hydrolysis. Potency, µM (highest dose often 114 µM), for the others: at the highest dose activity change, negative = inhibition, actives largely listed as inhibitors. 390,000 compounds, 0.039% hits. AID 504845; note: potency is the fitted concentration of half-maximal effect; % is set by controls: 0 for no effect and ±100 for the full control effect; nearly all actives have a fitted effect of over 75% in size; some results filed as inactive show a strong effect at the top dose
# Target sequence (P49798 whole entry, looked up): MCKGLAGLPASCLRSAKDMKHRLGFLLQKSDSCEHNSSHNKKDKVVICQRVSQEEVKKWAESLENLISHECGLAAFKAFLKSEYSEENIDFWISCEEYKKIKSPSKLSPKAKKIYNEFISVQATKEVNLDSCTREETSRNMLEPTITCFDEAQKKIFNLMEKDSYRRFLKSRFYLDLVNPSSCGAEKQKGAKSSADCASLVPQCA
#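 MLSMR compounds (23 nl, pin-transferred) preincubated 10 min at room temperature with a 500nM (2x) first reagent, then RGS4 at 900nM (2x) plus Transcreener GDP mix added; fluorescence polarization (620/688 nm) read before and after 90 min at 30 °C.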
# HP1b binding inh: inhibitors of HP1-beta chromodomain binding to methylated histone tails. P83916. AlphaScreen HP1-beta / biotin-H3K9me3 peptide binding. Potency, µM (highest dose often 114 µM), for inactives: top-dose activity change, negative = inhibition, usual class: inhibitors. 390,000 compounds, 0.56% hits; note: potency is the fitted concentration of half-maximal effect; nearly all actives have a fitted effect of over 70% in size; inactives centre near 23
# Target sequence (P83916 whole entry, looked up): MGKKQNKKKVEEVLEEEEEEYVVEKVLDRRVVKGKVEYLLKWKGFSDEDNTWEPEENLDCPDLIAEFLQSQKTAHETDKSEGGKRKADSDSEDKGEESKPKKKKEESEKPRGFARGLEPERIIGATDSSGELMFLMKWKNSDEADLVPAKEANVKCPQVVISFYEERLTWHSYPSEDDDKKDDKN
#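 AlphaScreen: HP1-beta (50 nM) preformed 30 min with biotin-H3(1-18)K9me3 peptide (50 nM) in PBS pH 7.4, 0.01% Tween-20. Compound added for 30 min at RT, then streptavidin donor/nickel chelate acceptor beads (10 ug/mL) for 30 min.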
# Numbers without * were called inactive; i = inactive; ? = inconclusive; / = no result given; & = joins results of further samples; [ ] = another dose, or the depositor's remark. Unless noted, calls come from the whole dose curve; as a rule, active = well fitted curve in the direction sought with a large enough effect; inconclusive = small, poorly fitted or top-dose-only effect, or another doubt; inactive = no such curve, though single readings can be large; an effect the other way counts as inactive or inconclusive. An excerpt (hit frequency here may not be typical).
SMILES,JMJD2A Tudor,GLS inhibitor,BAZ2B inh,ERG-DNA inh,G9a inh,12-LOX inh,PI4K2A inh,RGS4 inh,HP1b binding inh
CC(C)(C)NS(=O)(=O)c1ccc(C(=O)Nc2ccc3c(c2)OCO3)cc1,-13%,-4%,-1%,1%,9%,12%,0,4%,-4%
C/C(=N\NC(=O)COc1ccc([N+](=O)[O-])cc1)c1ccco1,-14%,-1%,-4%,-11%,2%[12.7 µM],5%,1,-12%,38%[activator]
Cc1[nH]c2ccccc2c1/C=C/c1cc[n+](C)cc1,-12%,5%,56µM*,6%,14%[12.7 µM],-98%,4,-20%,13%
CCOC(=O)n1cnc2nc(N)nc(SC)c21,-13%,12%,/,/,/,?,-15,?,-8%
COc1ccc(N(CC(=O)Nc2ccc(Cc3ccncc3)cc2)S(=O)(=O)c2ccccc2)cc1,-29%,-4%,-5%,-6%,-5%,-5%,0,0%,34%
COc1ccc(NC(=O)CSc2nnc(CNc3ccc(C)cc3)n2C)cc1,-6%,1%,-14%,-15%,-45%,2%,0,5%,12%
CC(C)c1ccc(N(C)C(=O)Cc2c(C(=O)O)n(C)c3ccccc23)cc1,-14%,13%,1%,0%,3%,0%,-1,-23%,25%
Nc1c(C(=O)c2ccc(Cl)cc2)sc2nc3c(cc12)CCC3,4%,-3%,-19%,3%,13%[59 µM],-21%,2,-30%,29%
COc1cc(/C=C2/SC(=S)N(CCC(=O)Nc3ccccc3)C2=O)cc(OC)c1OC,-12%,-8%,-17%,19%,-10%,-17%,8,-3%,20%
CCNC(=O)C(Cc1ccccc1)NC(=O)OCc1ccccc1 (stereo unspecified),-3%,3%,0%,-8%,?,5%,3,17%,31%
COc1cc(CCC(=O)OCC(=O)Nc2ccccc2F)cc(OC)c1OC,6%,?,10%,14%,30%[59 µM],-22%,-2,-4%,-7%
Cc1ccc(-c2nnn(CC(=O)Nc3cccc4c3CCCC4)n2)o1,-3%,4%,10%,3%,-4%,43%[activator],5,13%,19%
Cc1ccc(-n2c(Cc3cccn3C)nnc2SCC(=O)NC2CCCCC2)cc1,-32%,5%,?,0%,-4%[2.33 µM],-8%,4,-5%,-9%
CC(Oc1cc2oc(=O)c3c(c2cc1Cl)CCCC3)C(=O)NCC1CCC(C(=O)O)CC1 (stereo unspecified),-8%,-1%,-1%,-1%,19%,-11%,-6,-10%[56.9 µM],60%[activator]
Cc1cc(S(=O)(=O)N2CCOCC2)ccc1OCC(=O)Nc1cccc(C(F)(F)F)c1,-2%,13%,9%,-15%,-8%,-48%,0,-7%,23%
COc1ccc(CCNS(=O)(=O)c2c(C)nc3scc(C)n3c2=O)cc1OC,-11%,5%,7%,0%,4%,19%&18%,1,21%,9%
S=c1nc(-c2ccccc2)n(CCCn2ccnc2)c2c1CCCC2,-7%,1%,12%,16%,18%[59 µM],-11%,-4,-9%,37%
CC(C)CN(C(=O)Cn1c(=O)cnc2ccccc21)C1CCS(=O)(=O)C1 (stereo unspecified),-2%,4%,6%,12%,3%,3%,4,-7%,25%
Cc1ccccc1C(=O)NCCNC(=O)c1ccco1,-14%,6%,5%,10%,21%,-9%,3,12%,7%
O=C(CCc1nc(-c2ccc(Cl)cc2)no1)NCC1CCCO1 (stereo unspecified),-12%,4%,3%,-2%,8%,-1%,-2,31%,29%
COc1ccc(N2CCN(S(=O)(=O)c3cccc4cccnc34)CC2)cc1,?,27%,?,3%,?,-15%,-4,1%,-11%
COc1ccccc1CNC(=O)C(=O)NCC(c1cccs1)S(=O)(=O)c1ccccc1 (stereo unspecified),-31%,-6%,-39%,1%,-8%[59 µM],-28%,-2,3%,-15%
O=C(CSc1ncnc2c1oc1ccccc12)Nc1nc2ccccc2s1,-6%,-7%,0%,-5%,0%[59 µM],7%,3,-10%,94%[activator]
CN(C1CCCCC1)S(=O)(=O)c1ccc(Cl)c(C(=O)O)c1,?,11%,-32%,5%,2%[59 µM],-4%,-3,-7%[11.4 µM],10%
CCNS(=O)(=O)c1ccc(CCC(=O)NCc2ccncc2)cc1,-10%,4%,-14%,-6%,7%,7%,5,11%,24%
C[C@@H]1CN(C2CCN(Cc3nc(CC4CC4)no3)CC2)C[C@H](C)O1,-4%,1%,-14%,0%,?,-58%,1,-11%,-14%
Cc1ccc(S(=O)(=O)NC2CC(C)(C)N(O)C(C)(C)C2)cc1,-14%,18%,5%,/,25%[12.7 µM],?,3,-22%,43%
COc1cc(-c2nnn(CC(=O)NC3CCS(=O)(=O)C3)n2)ccc1OCc1ccccc1 (stereo unspecified),-17%,4%,8%,7%,-33%,-19%,-60*,-29%,2%
CCc1c(C)sc2c1CCN(C(=O)Nc1ccccc1C(F)(F)F)C2c1ccccc1 (stereo unspecified),-20%,-4%,-10%,2%,10%[59 µM],-17%,5,10%,-2%
COc1cc(NC(=O)CCCSc2nc(-c3ccco3)cc(C(F)(F)F)n2)cc(OC)c1OC,-21%&-23%,9%&18%,-11%&-26%,5%&-1%,-6%&-37%[59 µM],-29%&-7%,-1&13,-7%&11%,14%&14%
N=C1C(c2ccccc2)=C(O)CN1c1ccccc1N1CCOCC1,-7%,-7%,3%,/,-10%,-13%,-1,-6%,36%
CCn1c(COc2ccc3c(c2)OCO3)nnc1SCC(=O)O,-36%,6%,6%,-2%,?,?,8,-27%,16%
C=C1C(=O)O[C@@H]2[C@H]1[C@@H](OC(=O)/C(C)=C/C)C/C(C)=C\C(=O)/C=C(\C)[C@@H]2O,1%,-11%,2%,0%,?,-5%,-3,-52%,52%[activator]
O=C(NCc1ccccn1)c1cc(-c2ccc(Cl)cc2)oc1C(F)(F)F,-7%,2%,-17%,15%,7%,3%,-5,-18%,93%[activator]
C=C(C)CSc1nc2sc3c(c2c(=O)n1Cc1ccccc1)CC(C)(CC)OC3 (stereo unspecified),-5%,-10%,2%,-5%,3%[59 µM],0%,2,-10%,34%[activator]
COc1ccc(N2CCN(C(C)C(=O)N3CC(C)OC(C)C3)CC2)cc1 (stereo unspecified),0.89µM*,-3%,56µM*,-3%,45µM*,?,1,5%,?
COc1cccc(N(C(=O)c2cccs2)c2nc3ccccc3s2)c1,0%,1%,2%,-1%,-24%[12.7 µM],5%,-14,3%,21%
COC(=O)c1sccc1NC(=O)c1cccs1,8%,-10%,-2%,10%,43%[59 µM],i,3,-16%,63%[activator]
CCN(CC(=O)NCc1ccc(Cl)cc1)C(=O)/C=C/c1ccc(Cl)c([N+](=O)[O-])c1,-10%,16%,?,-5%,28%,0%,6,15%,4%
COC(=O)Nc1ccc(S(=O)(=O)N2CCCC(C(=O)NC3CCCCC3)C2)cc1 (stereo unspecified),-7%,-1%,-20%,-4%,6%[59 µM],4%,2,8%,27%
O=C(O)c1ccc([N+](=O)[O-])cc1-c1cc([N+](=O)[O-])ccc1C(=O)O,-15%,3%,/,-2%,/,-29%,-1,16%,1%[57 µM]
CC1CCN(S(=O)(=O)c2ccc([N+](=O)[O-])cc2)CC1,-23%,-7%,-22%,4%,-1%[0.501 µM],-9%,1,7%,22%
Cc1ccc2c(CC(=O)NC3CCCc4ccccc43)coc2c1 (stereo unspecified),-12%,4%,-2%,6%,22%[59 µM],-10%,-3,34%,15%
CC1CCN(C(=O)CN2C(=O)NC3(CCCCCC3)C2=O)CC1,-8%,4%,-3%,-3%,-3%[12.7 µM],8%,-5,0%,15%
O=C(CCc1nc(-c2ccccc2Cl)no1)NCCc1ccccc1,-6%,-18%,9%,-2%,-7%,-5%,9,-26%,36%
CC1CCCCC1NC(=O)CN1C(=O)CSc2cc(S(=O)(=O)N3CCCCCC3)ccc21 (stereo unspecified),-14%,5%,-5%,1%,-3%,-6%,-3,13%,15%
CC(C)c1nc2cc(C(=O)N(C)C3CCOCC3)ccc2o1,-4%,-9%,-16%,-5%,27%,10%,3,-16%,32%
COC(=O)c1cc(Cl)c(N)cc1OC,4%,-17%,-13%,-14%,-1%,-3%,3,-5%,45%[activator]
COc1ccc(-n2c(SC(C)C(=O)Nc3ccc(NC(C)=O)cc3)nc3ccccc3c2=O)cc1OC (stereo unspecified),-24%,-6%,-9%,-5%,?,0%,0,-33%,21%
Cc1sc2cc(-c3cccc([N+](=O)[O-])c3)c(-c3cccc([N+](=O)[O-])c3)c[n+]2c1C,-7%,-5%,6%,-3%,10%[59 µM],-17%,2,9%,29%
CC(C)CC(=O)NCC(c1ccc2c(c1)OCO2)N1CCN(c2ccccc2F)CC1 (stereo unspecified),-15%,-1%,1%,-7%,1%[59 µM],-29%,0,-13%,22%[57 µM]

# Reformatted with values under each structure: part of the list above
# Every second line gives: JMJD2A Tudor, GLS inhibitor, BAZ2B inh, ERG-DNA inh, G9a inh, 12-LOX inh, PI4K2A inh, RGS4 inh, HP1b binding inh
Cc1sc2cc(-c3cccc([N+](=O)[O-])c3)c(-c3cccc([N+](=O)[O-])c3)c[n+]2c1C
→ -7%, -5%, 6%, -3%, 10%[59 µM], -17%, 2, 9%, 29%
CC(C)CC(=O)NCC(c1ccc2c(c1)OCO2)N1CCN(c2ccccc2F)CC1 (stereo unspecified)
→ -15%, -1%, 1%, -7%, 1%[59 µM], -29%, 0, -13%, 22%[57 µM]

# Screening data (PubChem BioAssay)
